# MEP2-GFP yeast: modulators of MEP2-GFP levels in yeast, primary screen, S. cerevisiae, multiplex flow cytometry, MLPCN library; S. cerevisiae MEP2-GFP strain, 3 h; 100% = DMSO control level; GFP response vs DMSO, % at 10 µM; actives 0.51% (n = 330,000);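 active = GFP response versus DMSO above a set limit, roughly screen mean plus 3 SD, cut at about 180% in these data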;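 also: median GFP fluorescence of the barcode-gated MEP2-GFP cells per well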
# AHR activator: AHR activators, primary screen, cell-based, luminescence, luciferase reporter, human; Aryl hydrocarbon receptor (Homo sapiens), P35869; AHR-responsive luciferase reporter cells; activation, % at 5 µM; actives 2.5% (n = 320,000); AID 2796, 2010; in the data active = activation above about 47%;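 also: 0% = vehicle wells and 100% = reference agonist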
# proCasp3 act: activators of human procaspase-3 D3A mutant, primary screen, biochemical, absorbance, PC-3 D3A mutant, single concentration | recombinant procaspase-3 D3A, Ac-DEVD-pNA absorbance 405 nm | activation, % at 8.5 µM | actives 0.11% (n = 330,000);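 active = activation above the mean of all tested compounds plus 3 SD, cut at about 21% in these data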;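 also: 0% = DMSO alone and 100% = DMSO wells spiked with extra 5 µM PC-3 D3A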
#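 Test system: Procaspase-3 D3A mutant, all three cleavage aspartates alanine | Dosing: Single dose, 8.5 µM nominal compound, 0.8% DMSO | Schedule: 1 h preincubation, 2 h reaction | Technique: 405 nm absorbance of p-nitroaniline, reads at 0 and 120 min | Repeats: One well per compound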
# procasp7 counter: procaspase-7 activators, primary screen, counter-screen for procaspase-3 activator project, biochemical, absorbance, HTS, human | Caspase-7 (Homo sapiens), P55210 | recombinant procaspase-7, Ac-DEVD-pNA absorbance 405 nm; D23A/D198A/D206A triple mutant, cannot self-cleave; scale: DMSO 0, 5 µM enzyme 100 | activation, % at 8.5 µM | actives 0.093% (n = 330,000) | AID 463210, 2010;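 active = percent activation above the screen-wide mean plus 3 SD, cut at about 25% in these data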
#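 buffer or medium = Zinc-free HEPES/NaCl buffer, pH 7.4 | material = Procaspase-7 triple mutant (PC-7 D3A) | input = 2 µM procaspase-7 mutant as dispensed | signal = Epi-absorbance of released pNA at 405 nm, two timepoints | timing = 1 h preincubation, 2 h reaction | replicates = singlicate compound testing | evaluation = % activation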
# EBNA-1 inh: EBNA-1 DNA-binding inhibitors, primary screen, biochemical, fluorescence polarization | inhibition, % at 14.8 µM | actives 0.34% (n = 300,000) | AID 1950, 2009; in the data active = inhibition above about 28%
# LAP4 TOR yeast: modulators of LAP4-GFP expression in yeast, primary screen, S. cerevisiae, multiplex flow cytometry, MLPCN library. 3 h; median GFP as percent of DMSO wells. GFP response vs DMSO, % at 10 µM. actives 0.34% (n = 320,000). AID 2023, 2009;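 active = GFP response vs DMSO above a set limit, about the screen mean plus 3 SD, cut at about 150% in these data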
# ZTA counter: ZTA (EBV) inhibition in EBNA-1 counter-screen; actives 0.15% (n = 320,000); ZTA-DNA binding, fluorescence polarization; inhibition, % at 11 µM; AID 2234; P03206; in the data active = inhibition above about 33%
# RPL19A TOR yeast: RPL19A-GFP expression modulators in yeast, primary screen, cell-based, S. cerevisiae, multiplex flow cytometry, MLPCN | AID 2025, 2009 | actives 0.3% (n = 330,000) | percent response vs DMSO, % at 10 µM | S. cerevisiae RPL19A-GFP strain, 3 h; active compounds read low;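 active = percent response vs DMSO below 50%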;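 also: median channel GFP fluorescence of the barcoded RPL19A-GFP strain; ratio of sample median GFP to plate DMSO average so 100% = DMSO; lower means less RPL19A-GFP as with rapamycin TOR inhibition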
# * hit, by the source's call; x = not tested or not shown.
Molecule	procasp7 counter	LAP4 TOR yeast	MEP2-GFP yeast	RPL19A TOR yeast	EBNA-1 inh	proCasp3 act	ZTA counter	AHR activator
CCOC(=O)C1=C(COC(=O)C(CC)Oc2ccccc2)NC(=O)NC1C (stereo not given)	-6	104	112	105	-17	-5	-8	1
CC[C@@]1(C(=O)OC)N[C@H](CN(C)S(=O)(=O)c2ccccc2)[C@@H]2C(=O)N(C)C(=O)[C@@H]21	4	103	100	106	x	3	x	-1
Cc1ccc(NC(=O)CSc2nc3c(c(=O)n(C)c(=O)n3C)n2C)cc1	8	98	104	107	-6	-2	8	3
O=C(COC(=O)c1ccccc1NC(=O)c1ccco1)Nc1ncc(Cl)cc1Cl	9	94	98	96	-3	4	16	7
O=C(COC(=O)c1ccccc1Cc1ccccc1)NC1CCS(=O)(=O)C1 (stereo not given)	3	95	96	103	9	1	-9	1
O=C(O)Cn1cc(/C=C2/NC(=O)N(c3ccc(Cl)cc3)C2=O)c2ccccc21	-5	101	105	102	8	3	5	14
N#C/C(=C/c1ccc(Sc2nc3ccccc3[nH]2)o1)c1cccc(F)c1	-11	105	100	99	13	-12	5	4
CCOC(=O)Cn1c(=NC(=O)C2COc3ccccc3O2)sc2cc(S(N)(=O)=O)ccc21 (stereo not given)	5	96	106	102	4	0	6	1
CC(CC(=O)NC1CCCCC1)S(=O)(=O)c1ccc2c(c1)CCN2C(=O)C1CC1 (stereo not given)	-9	93	116	101	-9	0	-15	2
O=C(CCCSc1ccccc1)Nc1nc(-c2ccccn2)cs1	-2	140	110	102	6	-1	1	5
COc1ccc(CCNS(=O)(=O)c2ccc3c(c2)NC(=O)CS3)cc1OC	2	103	113	105	6	0	-3	3
CCCCN(CC)S(=O)(=O)N1CCC(C(=O)NCCCN2CCOCC2)CC1	-2	90	104	106	-4	-10	-7	0
Cc1[nH]nc(-c2ccc(OCc3cnn(-c4ccccc4)c3)cc2O)c1Oc1ccccc1F	6	100	96	96	0	8	10	50*
CS(=O)(=O)N(CC(=O)Nc1c(F)cccc1F)Cc1ccccc1	-7	101	98	101	2	2	-15	3
O=C(Nc1ccc2c(c1)OCO2)C1CC(=O)N(c2ccc(F)cc2)C1 (stereo not given)	-7	107	104	101	8	-1	5	5
Cc1c(C(=O)NC2CCCC2)oc2ccccc12	3	111	106	107	x	11	15	61*
O=C(Oc1ccc(N(C(=O)c2ccncc2)S(=O)(=O)c2ccc(Cl)cc2)cc1)c1ccncc1	12	126	98	103	-4	2	-10	2
CCOC(=O)c1c(NC(=O)CN2C(=O)NC3(CCC(C)CC3)C2=O)sc(C(=O)N(C)C)c1C (stereo not given)	9	119	100	104	9	6	15	-1
O=c1cc(-c2ccccc2)oc2cc(OCc3ccccc3)cc(O)c12	1	97	103	93	-9	13	10	12
Cn1nccc1C(=O)N1CCN(c2ccccc2Cl)CC1	2	102	100	97	2	-1	-5	-2
O=C1NC(c2ccccc2)C(C(=O)c2cccs2)=C1O (stereo not given)	-8	98	98	99	8	2	11	2
CC(=O)c1ccc(N2CCN(Cc3nc(Cc4ccccc4)no3)CC2)cc1	6	106	102	100	15	2	1	1
COc1ccc(-n2c(Cc3cccn3C)nnc2SCC(=O)N2CCCC2)cc1	-9	99	94	96	9	-2	6	-1
COc1ccc(CNC(=O)C(C)NC(=O)c2cc3ccccc3o2)cc1 (stereo not given)	0	101	117	98	2	8	-23	5
CC1CCCCN1C(=O)CCNC(=O)Cn1cnc2ccccc2c1=O (stereo not given)	4	104	104	107	-5	-14	1	0
CCN=C1SC(C(=O)Nc2cccc(C(=O)O)c2)CC(=O)N1CC (stereo not given)	-6	x	89	93	4	-3	5	5
O=C(CSc1nnc(-c2cccnc2)s1)Nc1ccnc2ccccc12	-5	92	106	101	-5	2	5	14
Cc1nn(CCC#N)c2[nH]c(=O)cc(C(F)(F)F)c12	8	97	98	100	-1	-2	-3	1
CC(=O)c1ccc(NC(=O)C(C)NCc2ccc(Cl)cc2)cc1 (stereo not given)	6	85	87	98	1	-12	1	1
O=C(CCCn1cnc([N+](=O)[O-])n1)Nc1ccc(Cl)c(Cl)c1	-4	99	98	96	3	-1	-20	5

# 13 of these compounds, set out differently.
# Each structure is followed by: procasp7 counter, LAP4 TOR yeast, MEP2-GFP yeast, RPL19A TOR yeast, EBNA-1 inh, proCasp3 act, ZTA counter, AHR activator
> O=C(Nc1ccc2c(c1)OCO2)C1CC(=O)N(c2ccc(F)cc2)C1 (stereo not given)
    -7, 107, 104, 101, 8, -1, 5, 5
> Cc1c(C(=O)NC2CCCC2)oc2ccccc12
    3, 111, 106, 107, x, 11, 15, 61*
> O=C(Oc1ccc(N(C(=O)c2ccncc2)S(=O)(=O)c2ccc(Cl)cc2)cc1)c1ccncc1
    12, 126, 98, 103, -4, 2, -10, 2
> CCOC(=O)c1c(NC(=O)CN2C(=O)NC3(CCC(C)CC3)C2=O)sc(C(=O)N(C)C)c1C (stereo not given)
    9, 119, 100, 104, 9, 6, 15, -1
> O=c1cc(-c2ccccc2)oc2cc(OCc3ccccc3)cc(O)c12
    1, 97, 103, 93, -9, 13, 10, 12
> Cn1nccc1C(=O)N1CCN(c2ccccc2Cl)CC1
    2, 102, 100, 97, 2, -1, -5, -2
> O=C1NC(c2ccccc2)C(C(=O)c2cccs2)=C1O (stereo not given)
    -8, 98, 98, 99, 8, 2, 11, 2
> CC(=O)c1ccc(N2CCN(Cc3nc(Cc4ccccc4)no3)CC2)cc1
    6, 106, 102, 100, 15, 2, 1, 1
> COc1ccc(-n2c(Cc3cccn3C)nnc2SCC(=O)N2CCCC2)cc1
    -9, 99, 94, 96, 9, -2, 6, -1
> COc1ccc(CNC(=O)C(C)NC(=O)c2cc3ccccc3o2)cc1 (stereo not given)
    0, 101, 117, 98, 2, 8, -23, 5
> CC1CCCCN1C(=O)CCNC(=O)Cn1cnc2ccccc2c1=O (stereo not given)
    4, 104, 104, 107, -5, -14, 1, 0
> CCN=C1SC(C(=O)Nc2cccc(C(=O)O)c2)CC(=O)N1CC (stereo not given)
    -6, x, 89, 93, 4, -3, 5, 5
> O=C(CSc1nnc(-c2cccnc2)s1)Nc1ccnc2ccccc12
    -5, 92, 106, 101, -5, 2, 5, 14

# Other entries:
Molecule	procasp7 counter	LAP4 TOR yeast	MEP2-GFP yeast	RPL19A TOR yeast	EBNA-1 inh	proCasp3 act	ZTA counter	AHR activator
Cn1c(CNc2nc3ccccc3n2C)nc2ccccc21	2	96	98	95	-4	-1	-26	49*
CCOC(=O)N1CCN(Cc2oc(CO)cc(=O)c2O)CC1	2	106	94	91	-15	-12	-1	4
CSc1nnc(-c2nnc(SC)n2-c2ccccc2)n1-c1ccccc1	0	94	94	93	8	5	9	0
NC(=O)CSc1nc2ccccc2n1-c1ccccc1	8	98	102	100	9	-5	-6	-2
O=C(CSc1nncn1-c1ccccc1)Nc1cccc(S(=O)(=O)N2CCCCC2)c1	2	81	91	104	3	2	-1	-1
CCOc1ccc(N2C(=O)Nc3ccccc3C2(O)C(=O)NCc2ccccc2)cc1 (stereo not given)	0	98	98	97	-4	3	-7	1
COc1ccc(S(=O)(=O)N2CCN(c3ccccc3OC)CC2)cc1C(=O)N1CCCCC1	-5	96	86	96	8	2	-9	0
CCOC(=O)/C(=N\O)C1=NC(C)(C)Cc2ccccc21	4	102	104	97	1	1	-5	-1
O=C(COC(=O)CNC(=O)c1ccccc1)Nc1nc(-c2ccccc2)cs1	1	81	92	107	-1	-3	-2	2
O=C(COc1cccc2cccnc12)Nc1nccs1	17	111	107	112	-3	2	11	9
CCOc1nc(NCCN2CCOCC2)nc(NC(C)C)n1	0	112	114	100	6	0	2	0
CCCNC(=S)N1CC2(C)CN(C(=O)C(=O)OC)CC(C)(C1)C2=O	7	101	104	99	1	-4	-7	-1
Cc1cc(C)c(O)c(NC(=S)NC(=O)Cc2ccccc2)c1	2	92	103	101	3	-7	19	26
CCN(CC)S(=O)(=O)c1ccc(/C=C/C(=O)OCC(=O)Nc2ccc(S(N)(=O)=O)cc2)cc1	-9	92	95	102	7	1	-4	-1
CC(C)Oc1ccc(C(=O)NCCNC(=O)c2ccco2)cc1	-13	94	106	106	-19	-7	6	7
COc1ccc(-c2csc(Cc3nnc(N4CCOCC4)n3-c3ccccc3)n2)cc1OC	-6	98	100	99	0	-11	-8	1
CCCCC(=O)NC(c1ccc([N+](=O)[O-])cc1)c1c(O)ccc2ccccc12 (stereo not given)	-10	97	115	93	3	0	2	8
Cc1cc(C(F)(F)F)nc(SCC(=O)Nc2nccs2)n1	3	97	94	108	-3	-2	7	13

# Screens from PubChem BioAssay.
